Bioassay records from PubChem BioAssay.
H1N1 NS1A inhibition = H1N1 influenza NS1A inhibitors, functional cell based assay (AID 504329) | NS1A functional cell-based assay, percent inhibition; higher % means a stronger effect | one-dose inhibition, % at 12.5 µM; IC50 in µM for titrated hits | 340,000 compounds, 0.3% hits; in the data active means a potency from the dose series; inconclusive means inhibition above about 27% without an active follow-up result; further: strong numbers were not always called active
Salmonella PhoP GFP = PhoP regulon inhibitors, Salmonella typhi PhoP promoter GFP reporter, confirmatory (AID 1850) | Salmonella Typhi PhoP-promoter GFP reporter, fluorescence, 4 h; higher % means a stronger effect | one-dose inhibition, % at 50 µM; IC50 in µM for titrated hits | 310,000 compounds, 0.33% hits; in the data active means a potency from the dose series; inconclusive means inhibition mostly from about 25% at the one dose, without a potency; inactive means the rest, 99 in 100 with inhibition below about 19%;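 further: 0% = induced wells with vehicle and 100% = uninduced wells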
H37Rv inhibition = M. tuberculosis growth inhibition, HTS (AID 449762); M. tuberculosis H37Rv growth inhibition, 7H9 media; higher % means a stronger effect; inhibition, % at 25 µM, or IC50 in µM where a hit was titrated; 330,000 compounds, 0.59% hits; in the data active means a potency from the dose series; inconclusive means inhibition above about 70% without an active follow-up result;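 further: bacterial growth assessed after seven days of incubation; strong numbers were not always called active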
M. tuberculosis = growth inhibition of non-replicating M. tuberculosis (AID 488890); inhibition, % at 25 µM; hits with a dose series show IC50 in µM; 320,000 compounds, 0.39% hits; Mycobacterium tuberculosis non-replicating, growth inhibition; higher % means a stronger effect; in the data active means a potency from the dose series; inconclusive means inhibition mostly from about 82% at the one dose, without a potency; inactive means the rest, 99 in 100 with inhibition below about 76%;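 further: plate controls were DMSO cells for no effect and high antibiotic wells for full effect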
VEEV TC-83 Vero = inhibitors of VEEV TC-83 cytopathic effect, confirmation, Vero cells (AID 588727); Vero cells, VEEV TC-83 cytopathic effect inhibition; higher % means a stronger effect; inhibition, % at 20 µM; hits with a dose series show IC50 in µM; 350,000 compounds, 0.13% hits; in the data active means a potency from the dose series; inconclusive means inhibition mostly from about 14% at the one dose, without a potency; inactive means the rest, 99 in 100 with inhibition below about 12%; further: strong numbers were not always called active
* hit, by the source's call; i = inactive; ? = inconclusive; / = not tested or not shown; & = joins results of further samples.

SMILES	H1N1 NS1A inhibition	Salmonella PhoP GFP	H37Rv inhibition	M. tuberculosis	VEEV TC-83 Vero
COc1cccc(C2C(C(=O)c3ccc(C)o3)=C(O)C(=O)N2CCN2CCOCC2)c1 (stereo unspecified)	-8%	8%	-1%	4%	2.4%
CCN1c2ccccc2NC2N=C(OC)C(c3ccccc3)C21 (stereo unspecified)	17%	79µM*	-1%	36%	i
N/C(COc1ncn(-c2ccccc2)n1)=N\S(=O)(=O)c1ccccc1	-8%	-3%	3%	/	0.2%
COc1ccc(OC)c(NC(=O)c2ccc(NS(C)(=O)=O)cc2)c1	-8%	8%	-4%	0%	i
O=C(NCCCn1ccnc1)c1nc(Cn2ccc([N+](=O)[O-])n2)no1	3%	-4%	-10%	2%	4.5%
COc1ccc(NC(=O)c2cn(C)c(=O)c3cc(OC)c(OC)cc23)cc1OC	0%	-4%	2%	-15%	1.5%
COc1ccc2nc3n(c(=O)c2c1)-c1ccccc1C(=O)NC3Cc1ccccc1 (stereo unspecified)	/	/	3%	2%	/
CCC(C)NC(=O)c1ccc(N2CCC3(CC2)OCCO3)c([N+](=O)[O-])c1 (stereo unspecified)	3%	1%	4%	-3%	0.7%
COc1ccc(-c2csc(NC(=S)NC(=O)/C=C/c3ccc(C(C)C)cc3)n2)cc1OC	-6%	-4%	?	45%	8.0%
Cn1c(CNC(=O)OC(C)(C)C)nnc1SCC(=O)N1CCOCC1	-20%	-2%	2%	2%	1.0%
CC1(C)CC(CCNC(=O)CCl)(c2ccccc2)CCO1 (stereo unspecified)	-12%	16%	50%	57%	1.2%
CC1CCc2sc(C(=O)N/N=C/c3ccc(O)cc3)cc2C1 (stereo unspecified)	17%	-2%	56%	66%	6.7%
O=C(NCc1ccco1)C(c1ccco1)N(Cc1cccs1)C(=O)Cn1nnc2ccccc21 (stereo unspecified)	-9%	-3%	-2%	0%	6.9%
CCOc1ccc(N2C(=O)C3C(C2=O)C3(c2ccccc2)c2ccccc2)cc1 (stereo unspecified)	2%	-4%	-5%	-8%	2.0%
Nc1c(Br)cc(Br)cc1CNC1CCC(O)CC1 (stereo unspecified)	1%&0%	-2%&4%	-5%&41%	-1%&-7%	0.5%
Cn1c(=O)c([N+](=O)[O-])c(NCCCn2ccnc2)c2ccccc21	-19%	1%	4%	0%	0.4%
Cc1ccc(S(=O)(=O)NC(c2ccccc2)C(C)C(=O)n2nc(C)cc2C)cc1 (stereo unspecified)	1%	-5%	5%	6%	1.5%
COc1ccc(/C=C/C(=O)Nc2cccc(N3CCOCC3)c2)cc1OC	-1%	-5%	1%	7%	12%
CCC(C)N1C(=O)CCC1C(=O)NCc1ccc2c(c1)OCO2 (stereo unspecified)	-5%	/	-10%	-5%	1.4%
NC(=O)c1nsc(C(=O)N(c2ccccc2F)C(C(=O)NCc2ccc(F)cc2)c2ccc(O)cc2)c1N (stereo unspecified)	-4%	-3%	-10%	-3%	?
Cc1cccc(N2CCN(C(=O)c3cc(COc4ccc(F)c(F)c4)on3)CC2)n1	1%	5%	?	32%	1.7%
COc1ccc2c(c1)-c1nc(/N=C/c3cccc(OC)c3O)sc1CC2	1%	-3%	-12%	-14%	i
Cn1c(O)c(N=NC(=O)CNC(=O)c2cccnc2)c2ccccc21	6%	-1%	-4%	-6%	i
CCOc1ccc(C(=O)Nc2ccc3c(c2)OCO3)cc1OCC	-6%	5%	5%	-11%	1.6%
O=C1Cc2ccccc2C(c2ccccc2)N1 (stereo unspecified)	3%	-10%	1%	1%	0.9%

Additional entries.
SMILES	H1N1 NS1A inhibition	Salmonella PhoP GFP	H37Rv inhibition	M. tuberculosis	VEEV TC-83 Vero
Cc1ccc(N2C(=O)NC(=O)C3(Cc4ccccc4N4CCN(c5ccccc5)CC43)C2=O)cc1 (stereo unspecified)	-6%	10%	5%	50%	i
Cc1cc(C)c(NC(=O)COC(=O)C2CCCO2)c(C)c1 (stereo unspecified)	3%	/	-4%	8%	0.7%
CCOC(=O)CSc1nc(NC#N)nc(N(CC)CC)n1	3%	4%	-3%	2%	0.2%
COc1ccc(/C=N/NC(=O)c2cccnc2)cc1O	0%	-7%	-6%	-14%	1.8%
COc1cc2c(cc1OC)CN(c1ccc3ccccc3n1)CC2	-4%	-8%	11%	5%	i
C=CCn1c(COc2cccc3ccc(C)nc23)nnc1SCC(N)=O	20%	1%	-4%	-17%	0.5%
Cc1cccc(NC(=O)c2cccc(Cn3cc(Br)c([N+](=O)[O-])n3)c2)c1C	3%	6%	0%	/	9.1%
CC1C=CCC2C(=O)N(c3ccccc3OC(=O)c3ccco3)C(=O)C12 (stereo unspecified)	0%	-7%	-1%	-11%	i
CCOC(=O)C1(C)/C(=N/Nc2ccccc2Cl)C(=O)C(=O)N1c1ccccc1 (stereo unspecified)	13%	4%	9%	18%	3.6%
Cc1cc(C)nc(NS(=O)(=O)c2ccc(NC(=O)c3ccc4c(c3)OCCO4)cc2)n1	-13%	-11%	3%	30%	1.3%
O=C(CCCCCn1c(=S)[nH]c2ccc(N3CCOCC3)cc2c1=O)NC1CCN(Cc2ccccc2)CC1	-10%	23%	5%	34%	1.8%
CCOC(=O)c1sc(SCC(=O)Nc2ccc(N(C)C)cc2)nc1N	10%	7%	1%	?	1.7%
COc1ccc(C(=O)Oc2cc(N)n(S(=O)(=O)c3ccccc3)n2)cc1	5%	-3%	-10%	7%	0.4%
O=C1c2ccccc2C(=O)N1OS(=O)(=O)c1ccccc1	/	3%	8%	/	/
COc1ccc(NC(=O)c2ccccc2-c2ccc(C(F)(F)F)cc2)cc1S(=O)(=O)N1CCOCC1	23%	-3%	2%	12%	3.8%
O=C(CSc1nnnn1-c1ccccc1)Nc1ccc(Cl)cn1	-9%	-21%	0%	-4%	i
COc1ccc2cc3cc(C(=O)Nc4ccc5c(c4)OCO5)oc3nc2c1	5%	-15%	-4%	57%	3.0%
CCN(C[C@H]1N[C@@](C)(C(=O)OC)[C@H]2C(=O)N(Cc3ccccc3)C(=O)[C@@H]12)C(=O)NC(C)C	15%	/	2%	-11%	0.5%
CCOc1ccccc1C1NC(=O)NC(C)=C1C(=O)OCc1ccccc1 (stereo unspecified)	18%	-5%	-22%	-3%	1.2%
CC[C@]12c3[nH]c4ccccc4c3CCN1C(=O)C(CC(=O)NCc1ccco1)C[C@@H]2C(=O)N1CCN(C(=O)c2ccco2)CC1 (stereo partly specified)	-11%	/	8%	15%	i
O=C(CC(C(=O)N1CCc2ccccc21)n1ccnc1)NCc1ccccc1 (stereo unspecified)	-12%	-19%	-4%	16%	i
COc1ccc(NC(=S)N2CCN(S(=O)(=O)c3ccccc3)CC2)cc1OC	1%	-1%	-3%	12%	2.0%
Clc1ccc(/C=C/c2nc(Cl)c(-c3ccc(Cl)cc3)c(Cl)n2)cc1	-4%	4%	11%	5%	0.4%
c1nc(N2CCC3(CC2)OCCO3)c2c3c(sc2n1)CCCC3	-6%	-5%	7%	26%	6.2%
O=C(CCn1c(=O)c2sccc2n(CC(=O)OCc2ccccc2)c1=O)NCc1ccco1	3%	-7%	4%	9%	4.9%

Pulled by compound from above, three records:
SMILES	H1N1 NS1A inhibition	Salmonella PhoP GFP	H37Rv inhibition	M. tuberculosis	VEEV TC-83 Vero
COc1ccc(NC(=S)N2CCN(S(=O)(=O)c3ccccc3)CC2)cc1OC	1%	-1%	-3%	12%	2.0%
O=C(CSc1nnnn1-c1ccccc1)Nc1ccc(Cl)cn1	-9%	-21%	0%	-4%	i
COc1cc2c(cc1OC)CN(c1ccc3ccccc3n1)CC2	-4%	-8%	11%	5%	i

The main list resumes; the 2 compounds before the break are reprinted first.
SMILES	H1N1 NS1A inhibition	Salmonella PhoP GFP	H37Rv inhibition	M. tuberculosis	VEEV TC-83 Vero
c1nc(N2CCC3(CC2)OCCO3)c2c3c(sc2n1)CCCC3	-6%	-5%	7%	26%	6.2%
O=C(CCn1c(=O)c2sccc2n(CC(=O)OCc2ccccc2)c1=O)NCc1ccco1	3%	-7%	4%	9%	4.9%
CC1(C)Cc2ccccc2C2=C(C(=O)N3CCCCCC3)C(=O)C(=O)N21	1%	7%	-3%	-10%	2.5%
COc1ccc(/C=C2/SC(=S)N(c3ccc(S(=O)(=O)Nc4nccs4)cc3)C2=O)cc1	4%	8%	3%	73%	1.1%
Cc1nnc(NC(=O)c2ccc3c(c2)OCO3)s1	2%	5%	-4%	-2%	1.2%
O=C(NCc1ccccc1)c1nccnc1CO	-10%	6%	0%	-5%	0.7%
COc1ccccc1N1CCN(Cc2nc(N)nc(Nc3ccc(C)c(Cl)c3)n2)CC1	1%	3%	?	?	9.0%
Cc1cccc(NC(=S)NC2CC3CCC(C2)N3Cc2ccco2)c1 (stereo unspecified)	0%	2%	0%	16%	i
COc1ccc(-n2c(SCC(=O)NCC3CCCO3)nc3c([nH]c4ccccc43)c2=O)cc1OC (stereo unspecified)	17%	-6%	-3%	-1%	2.0%
C=CCCC(=O)N1C[C@H]2CON(C)[C@H]2C[C@H]1c1ccccc1Br	-29%	/	/	/	i
CS(=O)(=O)N(Cc1ccccc1)c1ccc(C(=O)NC2CCCCC2O)cc1 (stereo unspecified)	4%	-8%	-3%	-13%	i
CC1SC(=NC(=O)c2ccncc2)NC1=O (stereo unspecified)	10%	8%	-4%	-5%	i
CC(Oc1ccccc1)C(=O)Nc1oc(-c2ccco2)c(-c2ccco2)c1C#N (stereo unspecified)	13%	-6%	3%	49%	i
COc1ccccc1-c1nnc(NC(=O)C(C)Sc2nncn2C)s1 (stereo unspecified)	3%	2%	8%	6%	2.3%
COc1ccccc1-c1nnc(SCC(=O)O)n1C	8%	-16%	-1%	-10%	0.5%
Cc1ccc(NCc2nnc(SCC(N)=O)n2CC2CCCO2)c(C)c1 (stereo unspecified)	-17%	-2%	-6%	-1%	7.0%
COC(=O)c1ccc(NC(=O)CN2CCN(S(=O)(=O)c3ccc(Br)cc3)CC2)cc1	8%	1%	0%	22%	2.9%
CCOc1ccc(NC(=O)N2CC(C)OC(C)C2)cc1 (stereo unspecified)	-11%	1%	-4%	-3%	i
CN1CCN(C(=O)N2CCNC2=O)CC1	-18%	3%	-4%	2%	1.0%
CCOc1ccccc1N1CCN(C(=S)Nc2ccc(S(N)(=O)=O)cc2)CC1	-1%	-6%	1%	9%	1.9%
CCc1ccc(CC(=S)N2CCOCC2)cc1	13%	7%	2%	27%	0.3%
COc1ccccc1/C=C1\SC(=O)N(CCC(=O)N(C)C2CCS(=O)(=O)C2)C1=O (stereo unspecified)	5%	2%	-11%	6%	5.7%
CCN(C(=O)c1ccc(=O)[nH]c1)c1c(N)n(Cc2ccccc2)c(=O)[nH]c1=O	3%	/	-3%	8%	1.1%
Cc1ccc2nc(-c3ccc(NC(=O)CSc4nc(N)cc(=O)[nH]4)cc3)sc2c1	0%	4%	5%	-8%	1.6%
COc1cccc(-c2c(C#N)c(N)nc3c2c(C)nn3-c2ccccc2)c1O	4%	-17%	?	3%	7.0%
CCOc1cc(/C=C(\C#N)C(=O)Nc2cccc(C(=O)O)c2)ccc1OCc1ccccc1Cl	-7%	-9%	10%	17%	0.1%
O=C(OCC(=O)N1CCCC1)c1ccc(OC(F)(F)F)cc1	2%	7%	-1%	47%	0.2%
COc1ccccc1C(=O)NCC(=O)N/N=C/c1ccc2c(c1)OCO2	4%	8%	-1%	-19%	i
O=C(NCC1CCCO1)c1ccc(Oc2ccc([N+](=O)[O-])cc2Cl)cc1 (stereo unspecified)	-16%	-1%	0%	33%	0.3%
CCC(Sc1nc(=O)cc(N)n1-c1cccc(C)c1)C(=O)Nc1cc(C)on1 (stereo unspecified)	-12%	19%	-4%	20%	0.1%
CCOC(=O)c1c(S(=O)(=O)Nc2cccc(Cl)c2)c(C)n(C)c1C	-15%	-10%	-3%	26%	i
Cc1ccc(CNC(=S)Nc2ccc(NS(=O)(=O)c3ccc(C)cc3)cc2)cc1	-8%	-2%	2%	25%	3.4%

Entries of single compounds, quoted from the list. Order of screens: H1N1 NS1A inhibition, Salmonella PhoP GFP, H37Rv inhibition, M. tuberculosis, VEEV TC-83 Vero
Cc1cccc(N2CCN(C(=O)c3cc(COc4ccc(F)c(F)c4)on3)CC2)n1 in the list: 1%, 5%, ?, 32%, 1.7%
COc1ccc(-c2csc(NC(=S)NC(=O)/C=C/c3ccc(C(C)C)cc3)n2)cc1OC in the list: -6%, -4%, ?, 45%, 8.0%
CCOc1ccc(NC(=O)N2CC(C)OC(C)C2)cc1 (stereo unspecified) in the list: -11%, 1%, -4%, -3%, i
Nc1c(Br)cc(Br)cc1CNC1CCC(O)CC1 (stereo unspecified) in the list: 1%&0%, -2%&4%, -5%&41%, -1%&-7%, 0.5%
CCN1c2ccccc2NC2N=C(OC)C(c3ccccc3)C21 (stereo unspecified) in the list: 17%, 79µM*, -1%, 36%, i

This is a random part of the collection, and some 1.6% of all compounds hit somewhere here.
